Source: PubChem BioAssay
ARNT-TACC3 inh = ARNT/TACC3 interaction disruption; Q9Y6A5; AlphaScreen His-ARNT PAS-B/GST-TACC3 binding, luminescence; TACC3 fragment carries E629A point mutation; inhibition, % at 9.99 µM; hit rate 0.66% among 390,000; AID 623870;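 active = mean inhibition of replicates at least 50% and at least half of replicates each reaching 50%; inconclusive = half or more replicates reach 50% but mean below 50%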;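 also: 0% = complete ARNT plus TACC3 wells and 100% = ARNT alone without TACC3; many hits fall short of the cut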
CFTR F508del cor = correctors of CFTR F508del function in bronchial epithelial cells. CFBE cells, YFP halide quenching; stimulated with forskolin plus potentiator P3; % fluorescence drop versus neutral controls. activity (quench increase), % at 7.58 µM. hit rate 0.36% among 350,000. AID 720511;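 active = mean added fluorescence quench of at least 8% versus neutral control, with both replicates also reaching 8%; inconclusive = only one of the mean or replicate conditions met; inactive = mean below 8% and not both replicates reaching 8%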;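 also: cells transiently co-express mutant CFTR-F508del with the halide-sensitive YFP; corrector assay measuring rescue of mutant channel to the surface after 24 h compound exposure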
RAD54 inh = blocks human RAD54 Holliday junction branch migration. Q92698. FAM/BHQ fluorescence. inhibition, % at 10.4 µM. hit rate 0.14% among 360,000. AID 602329;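 active = mean normalized replicate activity at least 40 and at least half of replicates scoring 40 or more; inconclusive = only one of the two criteria met; inactive = mean below 40 and under half of replicates reaching 40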;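 also: 0% = median of neutral control wells and 100% = median of positive control wells; inhibitors cause a drop in the FAM fluorescence signal; in these data hits start at about 50%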
INS-1E GSIS act = GLuc luminescence reporter in INS-1E cells, primary screen for activators of glucose-dependent secretion of insulin | INS-1E GLuc reporter insulin secretion, 2-3 h | activation, % at 16.6 µM | hit rate 0.61% among 370,000 | AID 743287;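 active = lowest replicate activation of at least 40%, so every replicate reaches that level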;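 also: 0% = median of neutral control wells and 100% = median of IBMX positive control wells; some compounds called inactive have numbers as strong as hits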
RAD52 inh = blocks human RAD52 DNA annealing; P43351; recombinant RAD52 DNA annealing, FRET fluorescence; inhibition, % at 18.7 µM; hit rate 0.46% among 360,000;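 active = every replicate showing at least 50% inhibition; inconclusive = mean inhibition at least 50% but not in every replicate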
Target sequence (P43351 whole entry, looked up): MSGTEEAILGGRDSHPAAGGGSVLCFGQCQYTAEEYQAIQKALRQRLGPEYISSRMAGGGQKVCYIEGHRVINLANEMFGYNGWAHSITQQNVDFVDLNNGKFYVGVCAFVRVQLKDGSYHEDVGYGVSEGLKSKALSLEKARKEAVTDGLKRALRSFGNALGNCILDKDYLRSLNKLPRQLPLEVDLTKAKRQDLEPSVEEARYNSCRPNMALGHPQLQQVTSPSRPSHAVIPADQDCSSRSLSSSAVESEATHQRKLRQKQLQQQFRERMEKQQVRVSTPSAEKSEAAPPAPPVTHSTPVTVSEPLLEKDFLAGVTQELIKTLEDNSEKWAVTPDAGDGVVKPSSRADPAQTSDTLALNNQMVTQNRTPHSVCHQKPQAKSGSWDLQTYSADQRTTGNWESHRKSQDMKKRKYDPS
esBAF inh = inhibitors of esBAF chromatin remodeling in mouse ES cells; hit rate 2% among 350,000; Bmi1-luciferase knock-in reporter, 24 h; 100% = twice the neutral-well signal; reporter increase, % at 12.5 µM; in the data active = activation above about 40%; inconclusive = no clear call, values can overlap the other calls;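 also: 0% = median of the plate's neutral control wells and 100% = double that signal; a rise in the Bmi1 reporter signal indicates esBAF inhibition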
ERAP1 inh = blocks human ERAP1 aminopeptidase activity; Q9NZ08; recombinant ERAP1, Leu-AMC fluorescence, 60 min; inhibition, % at 10.7 µM; hit rate 0.15% among 340,000;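 active = mean replicate inhibition of at least 30%, or all replicates individually reaching that 30% level; inactive = mean below 30% and not every replicate reaching it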;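 also: 0% = neutral control wells and 100% = L-leucinethiol positive control wells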
XiGFP reactiv = reactivates the inactive X chromosome in mouse fibroblasts; activation, % at 7.58 µM; hit rate 0.055% among 360,000; XiGFP mouse fibroblasts, % GFP-positive cells imaging, 3 d; cells co-treated with 5-aza-dC sensitizer; scaled so ellipticine positive control = 100%;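 active = mean normalized replicate activation at least 10% and every replicate at or above 10%; inconclusive = only one of the two criteria met; inactive = mean below 10% and not all replicates reach 10%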;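 also: 0% = median of on-plate neutral control wells and 100% = ellipticine 6 µM median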
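assay system = SV40-immortalized XiGFP fibroblast cells, line 68-5-11 | buffer or medium = DMEM plus 5-aza-dC sensitizer | doses = single-point pinned compound dosing | times = 3-day compound exposure, then 15 min fixation at room temperature | benchmarks = positive control ellipticine, 6 µM final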
* marks the source's active call; other numbers are inactive results; ? = inconclusive; nt = no result given.

Value order: ARNT-TACC3 inh, CFTR F508del cor, RAD54 inh, INS-1E GSIS act, RAD52 inh, esBAF inh, ERAP1 inh, XiGFP reactiv
> O=C(C[C@@H]1CC[C@H]2[C@@H](COC[C@H](O)CN2C(=O)c2ccc(F)cc2)O1)Nc1ccc(-c2ccccc2)cc1
    0, 0.1, -3, -29, -140, 8, -1, 2.7
> S=c1nc2c(n[nH]1)c1ccccc1n2CCc1ccccc1
    9, 1.6, -3, 10, -8, -3, -2, 0.0
> Cc1ccc(C)c(Cn2nnc3c(=O)[nH]c(C4CCCN(C(=O)CC(C)C)C4)nc32)c1 (configuration not stated)
    5, 1.6, -3, -5, -6, 4, 1, nt
> CN1CCc2c(sc3c2c(=O)n(-c2ccccc2)c2nnc(SCc4ccc(F)cc4)n32)C1
    3, 0.0, nt, 23, -11, nt, -8, 0.2
> N#Cc1cccc(-c2ccc([C@@H]3[C@@H](CO)N4CCCCN(C(=O)Nc5ccccc5)C[C@H]34)cc2)c1
    1, 2.7, 4, -27, -38, nt, 3, -0.1
> COc1ccc([N+](=O)[O-])cc1NC(C)C
    1, -1.0, -12, 6, -19, nt, -1, 0.1
> Cc1c(O)ccc(/C(Cc2ccc3ccccc3n2)=N\N)c1O
    -8, 0.7, nt, 14, -43, nt, 7, 0.2
> Cc1ccc(S(=O)(=O)Nc2cccc3c2O[C@@H](CN(C)C(=O)NC(C)C)[C@@H](C)CN([C@@H](C)CO)C3=O)cc1
    -15, 1.6, 4, 6, 7, -1, 2, -0.2
> O=S(=O)(/N=C(\[O-])C[n+]1ccccc1)c1ccc(Cl)cc1
    0, -1.6, nt, 2, -14, nt, nt, 0.0
> CC(C)[C@H](NC(=O)Nc1ccc2c(c1)OCCO2)C(=O)O
    2, nt, 1, 4, -6, 2, -8, nt
> CN(C[C@H](Cc1ccccc1)N(C[C@@H](Cc1cccc2ccccc12)N(CCc1ccccc1)N=O)N=O)N=O
    -8, 0.6, 1, 2, -31, 3, 0, 0.1
> CCN(C(=O)CCS(=O)(=O)c1cc2c(cc1Cl)NC(=O)CO2)c1ccccc1
    nt, 2.2, 2, -2, -12, -4, nt, -0.1
> NC(=O)c1ccc(F)cc1
    0, 0.2, 1, 28, -18, 5, -1, nt
> CN1CCN(C(=O)C[C@@H]2C[C@H]3c4cc(NC(=O)NC5CCCC5)ccc4O[C@H]3[C@@H](CO)O2)CC1
    -6, 2.9, 6, 8, -6, 4, 0, 0.0
> C[C@H](CO)N1C[C@H](C)[C@@H](CN(C)C)Oc2c(NC(=O)c3ccc(-c4nccs4)cc3)cccc2C1=O
    -29, 1.0, -5, 19, 2, -1, 0, -0.4
> CCCn1c(=O)c(-c2nc3ccccc3[nH]2)c(O)c2ccccc21
    5, -0.1, nt, 9, -2, nt, 1, -0.1
> Cn1nc(C(C)(C)C)cc1C(=O)NCc1ccc2c(c1)OCO2
    -3, -2.8, 1, -71, -22, -26, 0, 0.3
> Cc1ccnc2nc(C(=O)OCCOc3ccc(F)cc3)nn12
    -4, -0.7, -2, -6, 12, -3, -1, 0.0
> c1ccc(C2=NCCCN2)cc1
    -4, -2.6, 3, 9, -8, 1, -2, nt
> Cc1ccccc1CNC(=O)c1ccc2sc([C@H]3C[C@H](O)[C@@H](CO)O3)nc2c1
    nt, -3.1, 6, -2, -10, 5, 2, 0.2
> CCC(=O)Nc1ccc2c(c1)OC[C@H](C)N(CCc1ccccc1)C[C@H](C)[C@@H](OC)CN(C)C2=O
    nt, -1.6, nt, -26, 4, nt, -1, 0.0
> CCOC(=O)c1c(C)[nH]c(C)c1C(=O)COC(=O)c1ccc(Cl)nc1
    3, 3.2, 10, 2, -16, 2, -1, 0.3
> CC(Sc1nccn1C)C(=O)Nc1ccccc1 (configuration not stated)
    4, -3.2, 3, 0, 2, -10, 6, 0.0
> OC[C@@H]1[C@@H](c2ccc(Cl)cc2)C(c2ccccc2)=NN1c1ccccc1
    -62, 4.9, -7, -2, -8, 5, -3, 0.1
> CCOc1c2ccc(C(=O)NCc3ccc(OC)cc3)cc2nn1CCOC
    nt, 1.3, -4, -3, -10, -3, 1, 0.1
> Cc1cccc(S(=O)(=O)N2CCCCN3[C@H](C2)[C@@H](c2ccc(C#C[C@H](C)O)cc2)[C@@H]3CO)c1
    2, 1.8, -17, 3, -15, ?, 1, 0.0
> C[C@H]1CN([C@@H](C)CO)C(=O)Cc2cc(NC(=O)CCCCCC(=O)Nc3ccccc3N)ccc2O[C@@H]1CN(C)S(C)(=O)=O
    6, -0.4, 1, 5, 2, -2, 0, 0.0
> COc1ccc2cc(C(=O)C3CCCN(C(=O)c4snnc4C)C3)ccc2c1 (configuration not stated)
    1, 1.5, 4, -16, 2, 5, -3, 0.0
> CCOC(=O)CN1C(=O)S/C(=C/c2ccc3c(c2)n(C)c(=O)n3C)C1=O
    -6, nt, nt, 19, nt, 46*, nt, -0.1
> COC(=O)C1=C(C(=O)OC)[C@]2([C@@H]3CC=CCN[C@@H](Cc4ccccc4)C(=O)N3Cc3ccccc3)C=C[C@H]1O2
    0, 1.5, 3, 25, -16, -1, 0, 0.0
> C=C(C)C(=O)OCCCCCCOc1ccc(C(=O)O)cc1
    -4, nt, -3, 5, nt, 2, nt, nt
> O=C(CCS(=O)(=O)c1ccc(Br)cc1)N1CCN(c2ccccc2Cl)CC1
    -8, nt, 11, -31, nt, 1, nt, nt
> Cc1nn2c(nc(N3CCCCC3)c3ccccc32)c1C=O
    -19, nt, 18, -6, 3, nt, 5, 0.0
> O=C(NCC1CCCO1)c1cccc(Oc2ccc([N+](=O)[O-])cc2)c1 (configuration not stated)
    3, 1.0, -6, -5, -8, -4, -2, 0.1
> O=C(C[C@H]1C[C@H]2c3cc(NC(=O)C4CCC4)ccc3O[C@H]2[C@H](CO)O1)NCCc1ccccc1
    -1, -3.5, 9, 17, 4, -1, 1, 0.2
> CCOC(=O)c1c(N/N=C/c2cccnc2)n[nH]c1C
    3, ?, 10, 30, 0, 38, 3, -0.1
> C[C@@H]1CN([C@H](C)CO)C(=O)c2cccc(NS(=O)(=O)c3ccccc3)c2O[C@@H]1CN(C)Cc1ccc(C(=O)Nc2ccccc2N)cc1
    nt, 2.3, nt, 6, 10, nt, -3, 0.0
> Cc1noc(C)c1S(=O)(=O)N(C)C[C@@H]1OCCCC[C@@H](C)Oc2ccc(NS(=O)(=O)c3ccc(F)cc3)cc2C(=O)N([C@@H](C)CO)C[C@@H]1C
    0, -1.9, 6, 1, nt, 2, nt, 0.0
> CCCCc1ccc(NC(=O)NCc2cccnc2)cc1
    3, -1.9, 1, 4, -6, 2, 3, 0.0
> Cc1ccc(S(=O)(=O)Nc2ccccc2C(O)c2ccccc2)cc1 (configuration not stated)
    5, -0.6, -8, -31, -11, -3, 1, 0.1
> COCCCn1c(C)nnc1SCc1ccc(C(C)(C)C)cc1
    -5, 2.9, nt, -21, 14, nt, -1, 0.1
> CCCNC(=O)C[C@@H]1CC[C@H]2[C@@H](COc3ccc(NC(=O)c4ccc(OC)cc4)cc3C(=O)N2C)O1
    2, 0.9, -9, -13, nt, 13, nt, 0.2
> CCNc1nnc(SCC(=O)c2c(N)n(C3CC3)c(=O)[nH]c2=O)s1
    5, 3.3, 0, 5, -6, 2, -3, 0.0
> CC(C)NC(=O)N1[C@H](C#N)[C@H](c2ccc(C#CC3CCCCC3)cc2)[C@@H]1CO
    0, 1.9, 5, 6, 13, 0, 2, 0.0
> C[C@@H]1CN([C@H](C)CO)C(=O)c2cc(C#CCN(C)C)cnc2O[C@@H]1CN(C)S(=O)(=O)c1ccccc1
    4, 1.6, 14, -6, nt, 2, -4, 1.0
> CCOC(=O)C1CCCN(Cc2c(C(=O)N3CCCCC3)nc3c(C)cccn23)C1 (configuration not stated)
    -4, 0.5, 6, -17, -5, -14, -3, 0.1
> COCCc1ncc(CN2CCCCC2C(=O)Nc2ccc(Oc3ccccc3)nc2)cn1 (configuration not stated)
    7, 2.2, -3, 14, -2, -1, -1, 0.0
> O=C(Nc1cccc(C(=O)O)c1)/C(=C\c1ccc2c(c1)OCO2)NC(=O)c1ccc(Br)cc1
    23, -2.1, -10, 5, -17, 7, -54, 0.0
> COCC#Cc1ccc([C@@H]2[C@H](CO)N3C(=O)CN(C(=O)C4CC4)C[C@@H]23)cc1
    nt, -3.2, nt, 10, -4, nt, 2, 0.0
> Cc1ccc(SCC(=O)NC(=O)NC(C)C)c(C)c1
    6, -0.8, nt, 20, -1, nt, 2, 0.0
> COc1ccc(CN(C)C[C@@H]2OCCCC[C@@H](C)Oc3ccc(NC(=O)CCCN(C)C)cc3C(=O)N([C@@H](C)CO)C[C@@H]2C)cc1
    nt, -1.7, nt, 6, -4, nt, -2, -0.1
> O=C(NCCc1ccccc1)C1CCC(CNS(=O)(=O)c2cccc3cccnc23)CC1 (configuration not stated)
    -4, -0.5, nt, -19, 0, 21, -3, -0.1
> CC(=O)Oc1cccc(C(=O)Nc2ccccc2C(=O)N2CCCC2)c1
    1, -1.7, 4, 20, 2, -2, 0, 0.3
> COc1ccc(-c2cc(C(=O)N/N=C/c3cccnc3)c3ccccc3n2)c(OC)c1
    -5, -13, nt, nt, 7, nt, -3, 0.0
> NC(CCc1ccccc1)c1csc(Nc2cnccn2)n1 (configuration not stated)
    nt, 0.1, 4, -10, -14, 4, 0, 0.1
> CCn1cc(CN2CCC(C(=O)Nc3ccc(Oc4ccccc4F)cc3)CC2)cn1
    nt, 4.7, nt, nt, 9, nt, -1, -0.1
> Cc1cc(C(=O)O)c(CSCc2cc(C(=O)O)oc2C)o1
    -4, -1.0, -3, -7, -19, 1, -2, nt
> Cc1ccc2nc(SC(C)C(=O)NCc3ccc4c(c3)OCO4)[nH]c2c1 (configuration not stated)
    0, -0.7, nt, -1, -13, nt, -8, 0.0
> Cc1cccc(NC(=O)C2SC(=Nc3c(C)cccc3C)C(C(=O)N3CCOCC3)=C2N)c1 (configuration not stated)
    6, 3.4, -3, -25, -7, nt, -7, 0.0
> Cn1cc(/C=C2/SC(=O)N(c3ccccc3)C2=O)c2ccccc21
    3, 0.3, -10, -3, nt, nt, nt, 0.0

Next records.
Value order: ARNT-TACC3 inh, CFTR F508del cor, RAD54 inh, INS-1E GSIS act, RAD52 inh, esBAF inh, ERAP1 inh, XiGFP reactiv
> COc1cc2c(cc1OC)CN(C(=O)CCOc1ccccc1C)CC2
    nt, -0.4, -5, 26, -23, -4, 0, 0.2
> COc1ccc(CCN(C)CC(=O)Nc2ccc(F)c(Cl)c2)cc1OC
    3, 1.4, -6, -38, -9, 3, -1, -0.1
> CO[C@@H]1CN(C)C(=O)c2ccc(NS(=O)(=O)c3ccccc3)cc2OC[C@@H](C)N(Cc2cccnc2)C[C@H]1C
    -4, -1.4, -12, -22, -2, 0, -4, 0.1
> CCCC(=O)Nc1ccc2c(c1)C(=O)N(C)[C@H]1CC[C@@H](CC(=O)NCCc3ccccc3)O[C@@H]1CO2
    nt, -1.8, nt, 0, nt, 1, nt, 0.3
> N#C/C(=C\c1ccccc1[N+](=O)[O-])C(=O)NC1CCCCC1
    0, ?, nt, -14, 2, nt, -1, 0.1
> C[C@@]12C(=O)N(CCO)CC(=O)N1[C@H](/C=C/c1ccccc1)[C@@H]1C(=O)N(c3ccccc3)C(=O)[C@@H]12
    -8, -1.7, nt, -7, -2, -3, 1, 0.0
